Screening results as filed in PubChem.
cln2 rad14: NCI yeast anticancer drug screen, S. cerevisiae cln2 rad14 strain. growth inhibition, % at 50 µM. 8.3% of 78,000 active;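 note: 0% = growth of vehicle-only cultures of the same strain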
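Test compounds were added to cln2 rad14 yeast cultures; inhibition of growth was then determined by comparison with vehicle treatment.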
yeast rad50: NCI yeast anticancer drug screen, S. cerevisiae rad50 strain. % growth inhibition at 50 µM. 10% of 79,000 active;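 note: 0% = growth of vehicle-only cultures of the same strain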
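Compounds were tested on a yeast strain with an engineered DNA damage repair alteration; the reported value is growth inhibition normalised to vehicle treatment.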
yeast mlh1 rad18: NCI yeast anticancer drug screen, S. cerevisiae mlh1 rad18 strain; AID 175; % growth inhibition at 50 µM; 11% of 79,000 active;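 note: 0% = growth of vehicle-only cultures of the same strain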
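Inhibition values reflect reduced growth of mutant yeast versus vehicle-treated controls following compound exposure; the mutations affect DNA damage repair.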
bub3: NCI yeast anticancer drug screen, S. cerevisiae bub3 mutant strain. 9.9% of 78,000 active. AID 167. growth inhibition, % at 50 µM;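 note: 0% = growth of vehicle-only cultures of the same strain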
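Inhibition values come from growth of compound-treated mutant yeast normalised to vehicle-treated controls.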
mec2-1: NCI yeast anticancer drug screen, S. cerevisiae mec2-1 strain | % growth inhibition at 50 µM | 9% of 79,000 active;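 note: 0% = growth of vehicle-only cultures of the same strain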
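Yeast mec2-1 mutant treated with compound. Readout: growth inhibition vs vehicle controls.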
sgs1 mgt1: NCI yeast anticancer drug screen, S. cerevisiae sgs1 mgt1 strain | 10% of 78,000 active | % growth inhibition at 50 µM;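 note: 0% = growth of vehicle-only cultures of the same strain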
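Growth of a repair-deficient yeast mutant was monitored after compound treatment and expressed as inhibition relative to vehicle-treated cultures.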
Starred values were filed as active, the others as inactive; & = joins results of further samples. Cut-off read from the data, not from the text of the source: active = growth inhibition above about 70%; inactive = the rest.

How did CC(C)CCCC(C)[C@H]1CC[C@H]2[C@@H]3CC[C@H]4C[C@@H](CCC=C(c5cc(Cl)c(O)c(C(=O)O)c5)c5cc(Cl)c(O)c(C(=O)O)c5)CC[C@]4(C)[C@H]3CC[C@]12C (some centres undefined) do in these assays?
cln2 rad14: -28; yeast rad50: -29; yeast mlh1 rad18: -46; bub3: -13; mec2-1: -24; sgs1 mgt1: -27

How did CC(=O)Nc1ccccc1C(=O)O do in these assays?
cln2 rad14: 23; yeast rad50: -1; yeast mlh1 rad18: -23; bub3: 4; mec2-1: -7; sgs1 mgt1: -6

What do the screens show for `N#CC(CCc1ccccc1)(c1ccccc1)c1ccccc1`?
cln2 rad14: -45; yeast rad50: -16; yeast mlh1 rad18: -16; bub3: 10; mec2-1: -9; sgs1 mgt1: -6

Results for c1ccc2c(c1)sc1cc3ccncc3cc12 ?
cln2 rad14: 96*; yeast rad50: 98*; yeast mlh1 rad18: 97*; bub3: 97*; mec2-1: 98*; sgs1 mgt1: 98*

How did CCOC(=O)C(=[N+]=[N-])C(=O)c1cc2ccccc2oc1=O do in these assays?
cln2 rad14: -1; yeast rad50: -19; yeast mlh1 rad18: 22; bub3: -14; mec2-1: 7; sgs1 mgt1: 14

How did Cc1n[nH]c(=O)[nH]c1=O do in these assays?
cln2 rad14: 3; yeast rad50: -25; yeast mlh1 rad18: 3; bub3: -1; mec2-1: -25; sgs1 mgt1: -3

What do the screens show for `CN1N=C(c2ccncc2)OC1c1cccc(F)c1` (centres undefined)?
cln2 rad14: 6; yeast rad50: -58; yeast mlh1 rad18: -16; bub3: 5; mec2-1: -45; sgs1 mgt1: -26

Results for COC1(OC)C=NNc2nccn21 ?
cln2 rad14: 20; yeast rad50: 2; yeast mlh1 rad18: -5; bub3: -6; mec2-1: -2; sgs1 mgt1: 3

How did CN(C)Cc1ccc(O)cc1 do in these assays?
cln2 rad14: -27; yeast rad50: -28; yeast mlh1 rad18: 1; bub3: -6; mec2-1: -13; sgs1 mgt1: 3

Results for CCCCCCC(=O)N1C2CN3C4=C(C(=O)C(N)=C(C)C4=O)C(COC(N)=O)C3(OC)C21 (centres undefined) ?
cln2 rad14: 9; yeast rad50: 28; yeast mlh1 rad18: 44; bub3: 9; mec2-1: 3; sgs1 mgt1: 27

What do the screens show for `O=C1OC(Cc2ccccc2)=N/C1=C/c1ccccc1`?
cln2 rad14: -9; yeast rad50: 9; yeast mlh1 rad18: 5; bub3: 3; mec2-1: 1; sgs1 mgt1: 1

What do the screens show for `O=[N+]([O-])c1ccc(-c2ccccc2)c([N+](=O)[O-])c1`?
cln2 rad14: -32; yeast rad50: -3; yeast mlh1 rad18: 18; bub3: 2; mec2-1: 0; sgs1 mgt1: -30

How did CC(C)c1ccc(C(=O)OC2CCCCC2)cc1 do in these assays?
cln2 rad14: 58; yeast rad50: 73*; yeast mlh1 rad18: 62; bub3: 89*; mec2-1: 9; sgs1 mgt1: 46

How did Nc1cccn2ncnc12 do in these assays?
cln2 rad14: 11; yeast rad50: -4; yeast mlh1 rad18: 4; bub3: 13; mec2-1: -7; sgs1 mgt1: -8

How did CCCCCCCCCCCCCCCCCC[S+](C)CC (centres undefined) do in these assays?
cln2 rad14: 92*; yeast rad50: 90*; yeast mlh1 rad18: 90*; bub3: 92*; mec2-1: 93*; sgs1 mgt1: 93*

Results for COC(=O)c1c/c(=N\NC(=O)CC(=O)Nc2ccc(C)cc2)c2ccccc2o1 ?
cln2 rad14: -17; yeast rad50: -18; yeast mlh1 rad18: -13; bub3: -11; mec2-1: -13; sgs1 mgt1: -37

How did CCOC(=O)c1nc2cc(C)c(C)cc2[nH]c1=O do in these assays?
yeast rad50: 5; yeast mlh1 rad18: -2; mec2-1: -5

What do the screens show for `O=C(Nc1ccccc1)OCCOC(=O)Nc1ccccc1`?
cln2 rad14: -16; yeast rad50: -4; yeast mlh1 rad18: 14; bub3: 22; mec2-1: -2; sgs1 mgt1: 8

What do the screens show for `CCOc1ccc(Br)cc1/C=C1\N=C(c2ccccc2)OC1=O`?
yeast rad50: -2; yeast mlh1 rad18: 2; mec2-1: -12

Results for COc1cc(-c2ccc(N=Nc3ccc(N)nc3N)c(OC)c2)ccc1N=Nc1ccc(N)nc1N ?
cln2 rad14: 12; yeast rad50: 7; yeast mlh1 rad18: 12; bub3: -1; mec2-1: -4; sgs1 mgt1: 23

How did CCCCN(CCCC)C(=O)N(CCCC)CCCC do in these assays?
cln2 rad14: -29; yeast rad50: 38; yeast mlh1 rad18: 46; bub3: 23; mec2-1: -1; sgs1 mgt1: 17

Results for NC(=O)c1ccccc1Cl ?
cln2 rad14: 17; yeast rad50: 28; yeast mlh1 rad18: -11; bub3: -5; mec2-1: 21; sgs1 mgt1: 15

Results for c1ccc2c(c1)SCCc1nncn1-2 ?
cln2 rad14: -24; yeast rad50: -7; yeast mlh1 rad18: 5; bub3: 8; mec2-1: 7; sgs1 mgt1: -1

How did Cc1ccc(N=Nc2c(O)n(-c3ccccc3C)c(=S)n(-c3ccccc3)c2=O)cc1 do in these assays?
cln2 rad14: -18; yeast rad50: -35; yeast mlh1 rad18: -26; bub3: 5; mec2-1: -3; sgs1 mgt1: -6

What do the screens show for `FC1(F)C2=C(SC3=C(S2)C(F)(F)C3(F)F)C1(F)F`?
cln2 rad14: 75*; yeast rad50: 99*; yeast mlh1 rad18: 98*; bub3: 98*; mec2-1: 71*; sgs1 mgt1: 99*

What do the screens show for `CCCCCCCCCCCCCCCCCCCCC1CC(=O)OC1=O` (centres undefined)?
cln2 rad14: 9; yeast rad50: 42; yeast mlh1 rad18: 29; bub3: 3; mec2-1: 12; sgs1 mgt1: 36

How did O=C(Nc1cccc(Cl)c1)N1CCCCC1 do in these assays?
cln2 rad14: 4; yeast rad50: 9; yeast mlh1 rad18: 10; bub3: -3; mec2-1: -1; sgs1 mgt1: 16

What do the screens show for `CCCCCCCCCCCCCCCCS(=O)(=O)c1ccc(S(=O)(=O)CS(C)(=O)=O)cc1[N+](=O)[O-]`?
cln2 rad14: 1; yeast rad50: -6; yeast mlh1 rad18: 15; bub3: 21; mec2-1: -16; sgs1 mgt1: 10

Results for COc1ccc(/C=C2\C=Cc3ccccc32)cc1OC ?
cln2 rad14: 13; yeast rad50: -22; yeast mlh1 rad18: 5; bub3: 11; mec2-1: -6; sgs1 mgt1: 1

What do the screens show for `CC(=O)Nc1ccc2c(c1)C(=O)c1ccccc1-2`?
cln2 rad14: 26; yeast rad50: 64; yeast mlh1 rad18: 31; bub3: -17; mec2-1: 16; sgs1 mgt1: 30

How did CCN(CC)Cc1cc(N=Nc2c(O)ccc3c(N=Nc4ccc(O)c(CN(CC)CC)c4)c(O)ccc23)ccc1O do in these assays?
cln2 rad14: 57; yeast rad50: 96*; yeast mlh1 rad18: 94*; bub3: 66; mec2-1: 85*; sgs1 mgt1: 94*

How did CCCCc1nc(CCCC)nc(CCCC)n1 do in these assays?
cln2 rad14: -2; yeast rad50: -7; yeast mlh1 rad18: 1; bub3: -3; mec2-1: -14; sgs1 mgt1: -13

How did CN(Cc1ccccc1)C(=O)c1cccc([N+](=O)[O-])c1 do in these assays?
cln2 rad14: -1; yeast rad50: 1; yeast mlh1 rad18: 32; bub3: 5; mec2-1: -4; sgs1 mgt1: 12

How did Cc1ccc(C)n1-n1c(-c2ccccc2)n[nH]c1=O do in these assays?
cln2 rad14: -3; yeast rad50: -20; yeast mlh1 rad18: -12; bub3: -28; mec2-1: -21; sgs1 mgt1: -3

Results for CC(=O)/C(Cc1ccccc1)=N/O ?
cln2 rad14: -4; yeast rad50: 11; yeast mlh1 rad18: 2; bub3: -2; mec2-1: 5; sgs1 mgt1: 16

Results for CC1=N/C(=N\c2nc3ccccc3[nH]2)NC(=O)CC1 ?
yeast rad50: -35; yeast mlh1 rad18: -27; mec2-1: -44

Results for CCCSc1nc2c(N)nc(-c3ccccc3)nc2nc1N ?
cln2 rad14: -17; yeast rad50: -2; yeast mlh1 rad18: -9; bub3: -7; mec2-1: -8; sgs1 mgt1: 1

How did CC(=O)OC1CCC2(C)OC(=O)CC2C1 (centres undefined) do in these assays?
cln2 rad14: -42; yeast rad50: 2; yeast mlh1 rad18: 1; bub3: 10; mec2-1: 9; sgs1 mgt1: 7

What do the screens show for `CC(CC(=O)Nc1ccc(NC(=O)CC(C)N=NC(N)=O)cc1)N=NC(N)=O` (centres undefined)?
cln2 rad14: 6; yeast rad50: -3; yeast mlh1 rad18: -19; bub3: -12; mec2-1: -13; sgs1 mgt1: -6

Results for COc1ccc(NC(=O)c2ccc(C(=O)Nc3ccc(OC)cc3)cc2)cc1 ?
cln2 rad14: 2; yeast rad50: -14; yeast mlh1 rad18: 4; bub3: -14; mec2-1: -30; sgs1 mgt1: 1

Results for COC(=O)C1(CC(=O)c2ccc3ccccc3c2)NC(=S)NC(=O)C1C#N (centres undefined) ?
cln2 rad14: 9; yeast rad50: 4; yeast mlh1 rad18: -1; bub3: -12; mec2-1: 0; sgs1 mgt1: -7

Results for COc1cc(NC(C)CCCN)c2ncccc2c1 (centres undefined) ?
cln2 rad14: -9&18; yeast rad50: 22&-8; yeast mlh1 rad18: 22&-1; bub3: 17&-6; mec2-1: 35&-18; sgs1 mgt1: 15&-7

What do the screens show for `O=C(CCC/C(CC(=O)c1ccc(Cl)cc1)=N\NC(=O)c1cc2ccccc2cc1O)Nc1cccc([N+](=O)[O-])c1`?
cln2 rad14: 26; yeast rad50: 52; yeast mlh1 rad18: 57; bub3: 6; mec2-1: 47; sgs1 mgt1: 53

Results for C=C(CN(C)C)C(=O)c1ccc(Oc2ccccc2)cc1 ?
cln2 rad14: 99*; yeast rad50: 99*; yeast mlh1 rad18: 99*; bub3: 99*; mec2-1: 99*; sgs1 mgt1: 60

What do the screens show for `COc1cc(Nc2cnc3ccc(C(F)(F)F)cc3n2)cc(OC)c1OC`?
cln2 rad14: -1; yeast rad50: 0; yeast mlh1 rad18: -4; bub3: -17; mec2-1: 5; sgs1 mgt1: 1

Results for NC(=O)C1CCCN(C2OC(COP(=O)(O)OP(=O)(O)OCC3OC(n4cnc5c(=O)[nH]c(N)nc54)C(O)C3O)C(O)C2O)C1 (centres undefined) ?
cln2 rad14: -7; yeast rad50: 2; yeast mlh1 rad18: 24; bub3: 4; mec2-1: -1; sgs1 mgt1: -7

Results for CC(=O)SCCNCCOCCC#N ?
cln2 rad14: 11; yeast rad50: 50; yeast mlh1 rad18: -1; bub3: 1; mec2-1: -1; sgs1 mgt1: 24

How did CC(C)C1CC=C(C(=O)Nc2ccccc2)CC1 (centres undefined) do in these assays?
cln2 rad14: 5; yeast rad50: 19; yeast mlh1 rad18: 21; bub3: 0; mec2-1: -5; sgs1 mgt1: -5

How did CC1=CC(CO)C2C(=O)NC(=O)C2C1C (centres undefined) do in these assays?
cln2 rad14: -39; yeast rad50: 7; yeast mlh1 rad18: 8; bub3: -17; mec2-1: -6; sgs1 mgt1: -10

Results for Cc1c(COC(=O)NC(C)C)c(COC(=O)NC(C)C)c2n1CS(=O)C2 (centres undefined) ?
cln2 rad14: 12; yeast rad50: -9; yeast mlh1 rad18: 4; bub3: -6; mec2-1: 3; sgs1 mgt1: -1

How did CCOC(=O)C1=CNc2c(C#N)cnn2C1(C(=O)OCC)c1c[nH]c2ccccc12 (centres undefined) do in these assays?
cln2 rad14: -8; yeast rad50: 30; yeast mlh1 rad18: 12; bub3: 1; mec2-1: 10; sgs1 mgt1: -1

How did CCC(CC)COC(=O)CC(CC(=O)OCC(CC)CC)C(=O)OCC(CC)CC do in these assays?
cln2 rad14: -20; yeast rad50: -12; yeast mlh1 rad18: 25; bub3: 1; mec2-1: -5; sgs1 mgt1: 9

Two entries drawn at random from the list so far, as already listed:
What do the screens show for `COc1cc(Nc2cnc3ccc(C(F)(F)F)cc3n2)cc(OC)c1OC`?
cln2 rad14: -1; yeast rad50: 0; yeast mlh1 rad18: -4; bub3: -17; mec2-1: 5; sgs1 mgt1: 1

How did Nc1cccn2ncnc12 do in these assays?
cln2 rad14: 11; yeast rad50: -4; yeast mlh1 rad18: 4; bub3: 13; mec2-1: -7; sgs1 mgt1: -8

Among those listed so far, 3 contain fluorine:
What do the screens show for `CN1N=C(c2ccncc2)OC1c1cccc(F)c1` (centres undefined)?
cln2 rad14: 6; yeast rad50: -58; yeast mlh1 rad18: -16; bub3: 5; mec2-1: -45; sgs1 mgt1: -26

What do the screens show for `FC1(F)C2=C(SC3=C(S2)C(F)(F)C3(F)F)C1(F)F`?
cln2 rad14: 75*; yeast rad50: 99*; yeast mlh1 rad18: 98*; bub3: 98*; mec2-1: 71*; sgs1 mgt1: 99*

What do the screens show for `COc1cc(Nc2cnc3ccc(C(F)(F)F)cc3n2)cc(OC)c1OC`?
cln2 rad14: -1; yeast rad50: 0; yeast mlh1 rad18: -4; bub3: -17; mec2-1: 5; sgs1 mgt1: 1
